N-glyco inh: blocks N-linked glycosylation in D54 reporter cells | AID 588692 | 360,000 compounds, 0.23% hits | reporter increase, % at 12.5 µM | D54 ERlucT glycosylation luciferase reporter, 24 h; percent of 100 nM tunicamycin response;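 active = mean luciferase reporter signal, scaled so untreated is 0 and the glycosylation-blocking control 100, at or above a set limit in every replicate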;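 also: luciferase carries N-glycosylation sites so blocking glycosylation raises the light; 0% = median of neutral control wells and 100% = median of 100 nM tunicamycin wells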
ABCB6 inh 2: human ABCB6 transporter inhibition; 360,000 compounds, 0.19% hits; fluorescence ratio to DMSO, % at 10 µM; AID 602162; Q9NP58; K562-ABCB6 porphyrin accumulation, flow cytometry, 1 h; active compounds read low;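 active = fluorescence ratio to DMSO below 75%, the collection mean minus 3 SD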;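 also: signal is porphyrin accumulated inside mitochondria; 100% equals median channel fluorescence of DMSO control wells; lower ratio means ABCB6 inhibition with less porphyrin fluorescence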
m5-HT2A agonist: mouse HTR2A agonism via beta-arrestin recruitment. activation, % at 7.6 µM. 360,000 compounds, 0.66% hits. AID 624169. CHO-K1 mHTR2A beta-arrestin complementation, luminescence; percent of 30 µM serotonin response;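 active = activation above a run cutoff, the mean activation of all tested compounds plus 3 SD, cut at about 14% in these data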;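 also: 0% = plate median of compound wells and 100% = 30 µM serotonin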
Target sequence (P35363 whole entry, looked up): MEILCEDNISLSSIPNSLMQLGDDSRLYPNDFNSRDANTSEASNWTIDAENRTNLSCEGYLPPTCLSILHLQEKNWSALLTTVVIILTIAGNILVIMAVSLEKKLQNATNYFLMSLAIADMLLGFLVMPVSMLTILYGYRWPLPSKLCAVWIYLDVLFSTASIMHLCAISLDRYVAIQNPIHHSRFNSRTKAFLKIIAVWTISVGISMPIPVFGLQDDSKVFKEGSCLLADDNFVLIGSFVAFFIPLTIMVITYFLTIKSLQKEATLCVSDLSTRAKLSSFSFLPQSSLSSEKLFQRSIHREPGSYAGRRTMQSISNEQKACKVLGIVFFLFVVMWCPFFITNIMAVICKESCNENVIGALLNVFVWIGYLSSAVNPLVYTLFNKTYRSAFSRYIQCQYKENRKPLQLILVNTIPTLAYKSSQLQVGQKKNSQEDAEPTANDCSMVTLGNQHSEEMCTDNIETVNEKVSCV
Vif inh: HIV Vif inhibition | 340,000 compounds, 0.35% hits | HEK293T cells, Vif self-association by quenched fluorescence, imaging, 24 h | inhibition, % at 7.49 µM; in the data active = inhibition above about 50%, passing the limit was not always enough; also: some results filed as inactive read as strong as hits
PDI turbidity: inhibitors of human protein disulfide isomerase. P07237. PDI insulin aggregation turbidity, A650, 90 min. inhibition, % at 10 µM. 350,000 compounds, 0.052% hits. AID 588391;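 active = mean inhibition across replicates of 30% or more, whatever share of single replicates reach that level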;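 also: absorbance from insulin aggregation driven by PDI reduction with DTT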
Target sequence (P07237 whole entry, looked up): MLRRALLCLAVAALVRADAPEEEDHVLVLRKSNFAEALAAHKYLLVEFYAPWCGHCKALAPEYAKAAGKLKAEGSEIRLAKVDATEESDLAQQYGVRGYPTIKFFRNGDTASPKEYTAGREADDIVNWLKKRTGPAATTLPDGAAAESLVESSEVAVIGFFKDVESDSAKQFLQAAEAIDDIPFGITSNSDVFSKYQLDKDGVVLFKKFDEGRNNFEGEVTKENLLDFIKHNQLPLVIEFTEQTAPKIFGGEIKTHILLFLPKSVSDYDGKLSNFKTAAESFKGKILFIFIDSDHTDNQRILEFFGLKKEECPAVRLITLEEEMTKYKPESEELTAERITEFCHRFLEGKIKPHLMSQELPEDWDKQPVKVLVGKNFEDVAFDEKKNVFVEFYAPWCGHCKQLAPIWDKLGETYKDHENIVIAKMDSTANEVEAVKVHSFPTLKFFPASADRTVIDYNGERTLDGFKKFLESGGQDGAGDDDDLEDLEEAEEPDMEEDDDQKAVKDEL
iPSC survival up: hiPSC single-cell survival enhancement; 360,000 compounds, 0.044% hits; ATPlite luminescence; 100% = ROCK inhibitor wells, 0% = DMSO; survival enhancement, % at 20 µM; in the data active = survival enhancement above about 18%;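 also: cells exposed to compounds for 16 hours before the ATP read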
Granule exo inh: blocks lytic granule exocytosis; TALL-104 LAMP-1 surface exposure, flow cytometry; cells stimulated with thapsigargin and PMA; inhibition, % at 10 µM; 360,000 compounds, 0.66% hits; AID 651702;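 active = inhibition above about 55%, limit read from the data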
aDG glyco up: increases alpha dystroglycan glycosylation; Pro5-aDG cells, alpha-DG glycosylation AlphaScreen (IIH6); 0% Pro5, 100% B10-LARGE cell signal; activation, % at 10 µM; 360,000 compounds, 0.22% hits;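 active = activation of at least 8% versus controls, or a plate z-score of at least 8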;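 also: Pro5 are CHO cells carrying HIG-tagged alpha-DG that lacks glycosylation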
Cardio protect: myocardial damage modulation in H9c2 cells; protection from H2O2 cell death, % at 20 µM; H9c2 cardiomyocytes, H2O2 injury protection, ATPLite, 2 h; 360,000 compounds, 0.63% hits;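 active = compounds giving at least 50% protection of heart cells from peroxide-induced death in the single-dose screen, raw or plate-pattern-corrected value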;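 also: 0% = DMSO wells with peroxide and 100% = DMSO wells without peroxide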
CaV13 ICDI inh: Disruptors of the CACNA1D IQ motif to Ca2+-dependent inactivation inhibitor domain association, primary screening, Förster resonance energy transfer in intact living …; HEK cells, CFP/YFP FRET ICDI-IQ, plate reader, 10 min; percent FRET-ratio fall versus neutral wells; inhibition, % at 12.3 µM; 340,000 compounds, 0.098% hits;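 active = mean replicate inhibition of at least 30% and at least 1% of replicates passing that level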;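 also: 0% = median of the neutral control wells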
Numbers without * were called inactive; . = no result given.

SMILES	N-glyco inh	ABCB6 inh 2	m5-HT2A agonist	Vif inh	PDI turbidity	iPSC survival up	Granule exo inh	aDG glyco up	Cardio protect	CaV13 ICDI inh
COc1cc2oc(=O)c3c(c2cc1OCC(=O)c1c(C)n(C)c2ccccc12)CCCC3	9	96	0	1	-6	-0.8	-6	-0.4	15	-19
CC(=O)c1c(C)c(C)c2n1CCn1c(C)ccc1-2	-1	102	-4	0	-8	-0.4	5	0.2	10	-22
Cc1ccc2c(CC(=O)NCC3(N4CCOCC4)CCCCC3)coc2c1C	-4	93	-4	16	-38	-0.1	2	0.6	1	-3
Cc1nnc(-c2ccccc2)nc1N(C)C	0	95	2	0	4	-0.9	0	0.2	5	-19
COc1cccc(/C(O)=C2\C(=O)C(=O)N(c3ccccn3)C2c2ccccc2OC)c1 (centres undefined)	-1	93	-3	-2	-1	-2.8	1	0.1	2	-4
CC(=O)c1ccccc1NS(=O)(=O)c1cccc2nonc12	1	97	5	.	4	0.8	-3	-0.3	19	.
COc1ccc2c(c1)nc(NCCO)n2C	3	98	3	-2	11	-0.4	0	0.2	4	-4
Cc1nc2c(C(=O)O)cnn2c(C)c1Cc1ccccc1F	4	92	-1	-3	1	-2.3	0	0.0	0	-4
O=C1CCC(NC(=O)c2ccccc2)C(=O)N1 (centres undefined)	1	97	3	1	1	-0.6	8	-0.1	-2	-6
COc1ccc(CCN2CC(C(=O)NC3CCOCC3)CCC2=O)cc1 (centres undefined)	1	99	8	1	-5	-0.4	0	-0.1	-1	-3
Cc1[nH][nH]c(=O)c1C=NCc1cccc(C(F)(F)F)c1	-1	95	-2	-18	-4	2.0	32	0.2	-8	0
N/C(Cc1ccc(Cl)cc1)=N\OC(=O)c1cccc2ccccc12	5	93	1	2	1	4.4	2	0.5	-28	-8
Cc1cccc(NC(=O)C2C(c3ccccc3)C2(Cl)Cl)c1C (centres undefined)	0	92	0	-10	9	-1.6	2	0.4	-5	-3
O=C(COc1ccc(/C=N/NS(=O)(=O)c2ccccc2)cc1)NCCc1ccccc1	1	114	-3	-13	-2	-2.0	2	0.0	-8	.
O=C(CCCc1ccccc1)N=C1SC2CS(=O)(=O)CC2N1c1ccccc1F (centres undefined)	-1	99	-2	7	5	-0.7	-2	0.1	-5	-4
COc1ccccc1NC(=S)N1CCN(C/C=C/c2ccccc2)CC1	1	104	-7	2	8	-2.4	2	0.0	-2	-5
Oc1ccccc1C1=Nc2ncnn2C(c2ccc(F)cc2)C1 (centres undefined)	0	100	0	4	0	-0.3	-2	0.1	14	.
CCOc1ccc2ccccc2c1/C=N/NC(=O)CC1(C)OCCCO1	1	98	-7	-4	-6	-1.4	-6	-0.1	-4	-5
CC(O)c1nc2c(c(=O)n(C)c(=O)n2C)n1C (centres undefined)	2	100	5	-5	-2	-0.3	0	0.0	-2	-5
c1ccc(COC2COC3C(OCc4ccccc4)COC23)cc1 (centres undefined)	0	99	5	17	-3	0.0	15	0.2	2	-5
CCN1CCN(/C=N/c2nc(C)cs2)CC1	-1	100	-3	-1	0	-0.6	2	0.0	4	-8
COC(=O)Cn1c(=NC(=O)c2cc(OC)c(OC)c(OC)c2)sc2cc(OC)ccc21	0	103	2	3	4	-3.3	0	0.3	4	-18
c1ccc(COc2cccc(CN3CCCCC3)c2)cc1	-3	96	5	15	0	-0.1	20	0.0	-1	-5
COc1ccc(S(=O)(=O)NC(N)=NCCc2ccc(OC)c(OC)c2)cc1C	-1	100	0	-2	2	3.2	-1	-0.4	6	-3
O=C(O)CCCNC(=O)/C(=C\c1ccc(Cl)cc1)NC(=O)c1ccc(Br)cc1	1	97	5	11	5	2.5	-3	0.5	7	3

One compound at a time, from the list above. Values in the order: N-glyco inh | ABCB6 inh 2 | m5-HT2A agonist | Vif inh | PDI turbidity | iPSC survival up | Granule exo inh | aDG glyco up | Cardio protect | CaV13 ICDI inh
Shown for COc1ccccc1NC(=S)N1CCN(C/C=C/c2ccccc2)CC1 : 1 | 104 | -7 | 2 | 8 | -2.4 | 2 | 0.0 | -2 | -5
Shown for COc1ccc(CCN2CC(C(=O)NC3CCOCC3)CCC2=O)cc1 (centres undefined) : 1 | 99 | 8 | 1 | -5 | -0.4 | 0 | -0.1 | -1 | -3
Shown for Cc1nnc(-c2ccccc2)nc1N(C)C : 0 | 95 | 2 | 0 | 4 | -0.9 | 0 | 0.2 | 5 | -19

Remaining list, next part
SMILES	N-glyco inh	ABCB6 inh 2	m5-HT2A agonist	Vif inh	PDI turbidity	iPSC survival up	Granule exo inh	aDG glyco up	Cardio protect	CaV13 ICDI inh
Cc1ccc(OCc2nc(C#N)c(NCc3ccco3)o2)cc1	1	106	-1	4	-9	-2.6	-4	0.0	-3	-4
CCOC(=O)N1CCN(C(=O)c2ccc3c(=O)n(CCc4ccc(OC)c(OC)c4)c(=O)[nH]c3c2)CC1	0	94	3	-1	7	1.6	0	1.8	10	-2
CC(C)NC(=O)COC(=O)c1ccccc1CSC1=NCCS1	0	99	-4	10	-18	-0.3	11	0.0	-5	-2
Cc1csc(SCC(=O)NC(=O)NCCC(C)C)n1	1	101	-1	12	0	0.6	12	-0.2	-2	-4
COc1ccccc1NS(=O)(=O)c1ccc(C)c(C(=O)NNC(=O)c2csc(N3CCOCC3)n2)c1	1	79	0	1	-6	-0.3	-2	0.6	8	-5
CCNC(=O)C1CC(=O)N(CC)C(=Nc2cc(Cl)c(O)c(Cl)c2)S1 (centres undefined)	0	95	-2	3	-1	-0.1	1	-0.1	9	-4
Cc1cccc(NC(=O)Cc2c(F)cccc2Cl)n1	-1	101	1	-5	13	-0.8	-3	0.1	-1	-6
COc1ccc(S(=O)(=O)N2CCC(n3cnc4ccccc43)CC2)cc1	-2	95	-6	9	0	0.1	-5	0.1	-3	-4
O=C(CCCNS(=O)(=O)c1cccc2nsnc12)NCCN1CCN(c2ccccc2F)CC1	1	105	4	1	-5	1.3	-4	0.2	8	-4
O=C(Nc1ccccc1F)c1ccc(CSc2ccccc2)o1	-3	99	-6	-3	-4	2.1	-2	-0.1	-7	-1
CCCCOc1ccc(NC(=O)C(=O)NCCCn2ccnc2)cc1	-1	100	2	3	-5	-2.3	-2	0.8	-3	.
COc1cccc(-c2nc(CS(=O)(=O)CC(=O)NC3CCC(C)CC3)c(C)o2)c1 (centres undefined)	3	97	-4	-6	0	-0.4	20	-0.1	-6	-2
COc1c(C)cccc1C(=O)NCCCNC(=O)c1ccc(C)nc1	-1	101	-11	-5	9	-0.6	6	0.0	9	-3
CCN(CC)c1ccc(S(=O)(=O)N2CCCCC2)cc1NC(=O)C1=COCCO1	-2	91	2	-4	-5	-0.3	5	-0.2	-4	-4
CCCCn1c(SCC(=O)NCc2ccc3c(c2)OCO3)nnc1C(CC)N(C)C (centres undefined)	1	95	0	-9	5	-0.3	-1	0.2	-2	-5
O=[N+]([O-])c1ccc(NS(=O)(=O)c2ccccc2)c(Cl)c1	1	101	2	-21	9	-2.2	12	0.1	-10	-6
Cc1cc(NS(=O)(=O)c2ccc(NC(=O)C3CCCCC3)cc2)no1	3	89	0	9	1	-0.4	16	-0.1	3	-2
CCOC(=O)c1ccc(-c2ccc(N3C(c4ccsc4)=Cc4ccc(F)cc4C3c3c[nH]c4ccc(C#N)cc34)cc2)cc1F (centres undefined)	.	97	0	.	.	-0.7	6	0.2	.	-5

13 entries from above, with values under each structure.
Values run as follows: N-glyco inh | ABCB6 inh 2 | m5-HT2A agonist | Vif inh | PDI turbidity | iPSC survival up | Granule exo inh | aDG glyco up | Cardio protect | CaV13 ICDI inh
CCNC(=O)C1CC(=O)N(CC)C(=Nc2cc(Cl)c(O)c(Cl)c2)S1 (centres undefined)
 : 0 | 95 | -2 | 3 | -1 | -0.1 | 1 | -0.1 | 9 | -4
Cc1cccc(NC(=O)Cc2c(F)cccc2Cl)n1
 : -1 | 101 | 1 | -5 | 13 | -0.8 | -3 | 0.1 | -1 | -6
COc1ccc(S(=O)(=O)N2CCC(n3cnc4ccccc43)CC2)cc1
 : -2 | 95 | -6 | 9 | 0 | 0.1 | -5 | 0.1 | -3 | -4
O=C(CCCNS(=O)(=O)c1cccc2nsnc12)NCCN1CCN(c2ccccc2F)CC1
 : 1 | 105 | 4 | 1 | -5 | 1.3 | -4 | 0.2 | 8 | -4
O=C(Nc1ccccc1F)c1ccc(CSc2ccccc2)o1
 : -3 | 99 | -6 | -3 | -4 | 2.1 | -2 | -0.1 | -7 | -1
CCCCOc1ccc(NC(=O)C(=O)NCCCn2ccnc2)cc1
 : -1 | 100 | 2 | 3 | -5 | -2.3 | -2 | 0.8 | -3 | .
COc1cccc(-c2nc(CS(=O)(=O)CC(=O)NC3CCC(C)CC3)c(C)o2)c1 (centres undefined)
 : 3 | 97 | -4 | -6 | 0 | -0.4 | 20 | -0.1 | -6 | -2
COc1c(C)cccc1C(=O)NCCCNC(=O)c1ccc(C)nc1
 : -1 | 101 | -11 | -5 | 9 | -0.6 | 6 | 0.0 | 9 | -3
CCN(CC)c1ccc(S(=O)(=O)N2CCCCC2)cc1NC(=O)C1=COCCO1
 : -2 | 91 | 2 | -4 | -5 | -0.3 | 5 | -0.2 | -4 | -4
CCCCn1c(SCC(=O)NCc2ccc3c(c2)OCO3)nnc1C(CC)N(C)C (centres undefined)
 : 1 | 95 | 0 | -9 | 5 | -0.3 | -1 | 0.2 | -2 | -5
O=[N+]([O-])c1ccc(NS(=O)(=O)c2ccccc2)c(Cl)c1
 : 1 | 101 | 2 | -21 | 9 | -2.2 | 12 | 0.1 | -10 | -6
Cc1cc(NS(=O)(=O)c2ccc(NC(=O)C3CCCCC3)cc2)no1
 : 3 | 89 | 0 | 9 | 1 | -0.4 | 16 | -0.1 | 3 | -2
CCOC(=O)c1ccc(-c2ccc(N3C(c4ccsc4)=Cc4ccc(F)cc4C3c3c[nH]c4ccc(C#N)cc34)cc2)cc1F (centres undefined)
 : . | 97 | 0 | . | . | -0.7 | 6 | 0.2 | . | -5

Assay outcomes: PubChem BioAssay, several laboratories
